# Screening data as filed in PubChem.
# PL biosyn Enam: phospholipid synthesis inhibitors, CHO cells, primary screen, ZR-82 cells, Enamine library, screen 3 | ZR-82 CHO cells, pyrene fatty acid UV survival, CellTiter Blue; peroxisome-deficient CHO-K1 mutant line; plus DGAT-1, DGAT-2 and ACAT inhibitors | calls only at 10 µM | 0.4% of 20,000 active;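 active means cell survival signal 2 SD away from solvent-only control wells, confirmed on one or two retests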;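 further: 3 h compound exposure then viability read about one day after UV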
# Calls only; i = inactive; + = active, no number.
SMILES,PL biosyn Enam
O=[N+]([O-])c1cnc2onc(-c3ccccc3)c2c1,i
O=P(/C=C(\Cl)c1ccccc1)(/C=C(\Cl)c1ccccc1)Nc1ccc(SC(F)F)cc1,i
Cc1cc(C)n2c(SCCC(C)C)nnc2n1,i
Cc1cc(N=Cc2c(O)c(Br)cc3oc4c(c23)CCCC4)no1,i
Cc1occc1-c1nnc(SCC(=O)c2cc(C)n(-c3ncn[nH]3)c2C)n1C,i
O=S1(=O)CCC(N(CC2CCCO2)S(=O)(=O)/C=C/c2ccccc2)C1 (stereo not given),i
C=CS(=O)(=O)Oc1ccccc1,i
CN=c1scc(-c2ccc(OC(F)F)cc2)n1/N=C/c1ccc(F)cc1,i
CCC1CCCCN1CN1C(=O)NC2(CCC(C)CC2)C1=O (stereo not given),i
C=CCC1S/C(=N\N=C\c2cccs2)NC1=O (stereo not given),i
O=C(OCc1cc(=O)n2c3c(sc2n1)CCCC3)c1cc(=O)c2cc(Cl)ccc2o1,i
Clc1ccc(-c2cc(-c3nnc(SCC4CCCO4)o3)c3ccccc3n2)cc1 (stereo not given),i
CC(C)NC(=S)NN=C1CCC(C(C)(C)C)CC1 (stereo not given),i
O=S(=O)(/C=C/c1ccc(Br)cc1)c1ccc(Cl)cc1,i
CC1(C)C2CCC1(CS(=O)(=O)NC1CCCC1)C(=O)C2 (stereo not given),i
Oc1ccc(N=Nc2ccc3c(c2)OCCO3)c2ncccc12,i
COc1ccc(OC)c(-c2c[n+](=O)c3c(n2[O-])CCCC3)c1,i
COC(=O)Nc1ccc(S(=O)(=O)O/N=C2\C=CC(=O)C=C2C)cc1,i
O=C(NCCNC(=O)C(F)F)C(F)F,i
CCCn1c(C)cc(C(=O)CSc2n[nH]c(=O)n2CCC)c1C,i
Cc1nc(NCCN(C)C)c2c(C)c(C)sc2n1,i
c1ccc(C[N+]23CC[N+](Cc4ccccc4)(CC2)CC3)cc1,i
COC(=O)c1sc(S(=O)(=O)N(C)C(C)C)c(C(=O)OC)c1C,i
CCOC(=O)/C=C1\SCC(=O)N1CC(O)CN1C(=O)CS/C1=C\C(=O)OCC,i
Oc1c(Br)cc(Br)cc1C=NC1CC1,i
SMILES,PL biosyn Enam
O=S(=O)(c1ccc(Sc2ccccc2)nc1)N1CCCC1,i
Cc1ccc(S(=O)(=O)N2CCC3(CC2)OCCO3)s1,i
COc1cc(/C=C2\N=C(c3ccc(Br)cc3)OC2=O)ccc1OC(F)F,i
COc1ccc(C2Nn3c(nnc3C3CC3)SC2C(=O)c2ccc(F)cc2)cc1 (stereo not given),i
CN=C1S/C(=C\c2c(OC)cc(OC)cc2OC)C(=O)N1C,i
Cc1nc(SCc2c(C)noc2C)c2c3c(sc2n1)CCC3,i
COc1cc(C2C3=C(CC(C)(C)CC3=O)Nc3[nH]c(=O)[nH]c(=O)c32)cc(OC)c1OC (stereo not given),i
S=c1oc(-c2sc3ccccc3c2Cl)nn1CN1CCc2ccccc2C1,i
O=S1(=O)CCC(NS(=O)(=O)c2ccc(F)cc2)C1 (stereo not given),i
Clc1c2ccccc2c(/C=N/n2cnnc2)c2ccccc12,i
Fc1ccc(N/N=C/c2ccc3ncccc3c2)c(F)c1,i
CNS(=O)(=O)c1ccc2c(c1)OCCO2,i
c1ccc(-c2cn3c(n2)SCC(c2ccc4c(c2)OCCO4)=N3)cc1,i
c1ccc2c(c1)nc1[nH]nc(SCC3CCCCO3)n12 (stereo not given),i
O=c1c2ccccc2nnn1CSc1nnc(-c2ccccc2)o1,i
O=C(C1=CC=CN2CCS(=O)(=O)N=C12)N1CCN(c2ncccn2)CC1,i
COc1ccc(-n2nnnc2SCCOc2ccc(Br)cc2)cc1,i
CS(=O)(=O)c1ccc(NS(=O)(=O)c2cccc([N+](=O)[O-])c2)cc1,i
Clc1ccccc1N/N=C/c1cn(-c2ccccc2)nc1-c1cc2ccccc2o1,i
COc1ccc(Br)cc1CN(C)CC(O)COc1ccc(Br)cc1 (stereo not given),i
NC1=NC(c2cccc(C(F)(F)F)c2)n2c(nc3ccccc32)N1 (stereo not given),i
C(=N\N(c1ccccc1)c1ccccc1)/c1ccccn1,i
O=C(O)C1(S(=O)(=O)c2ccc(Br)cc2)CCCC1,i
c1ccc(-c2nnc(NN=C3CCCC3)c3ccccc23)cc1,i
Cn1cnnc1SCC(=O)NC(=O)NCc1ccco1,i
SMILES,PL biosyn Enam
O=S(=O)(Nc1nc2ccccc2nc1N1CCCC1)c1ccc(Br)cc1Cl,i
CCC(=O)N(c1nnc(SCC(=O)c2ccc(C)s2)s1)C1CC1,i
NS(=O)(=O)c1ccc(N/N=C/c2ccc3c(c2)OCO3)cc1,i
CCCc1nc(=S)[nH][nH]1,i
CCOC(OCC)n1c(=S)n(C(OCC)OCC)c2ccccc21,i
O=C(CSc1nnnn1C1CC1)c1ccc2c(c1)CCC2,i
Cn1nc(Sc2ccc3c(c2)OCCO3)c(=O)n(C)c1=O,i
CC(C)NC(=O)NC(=O)COC(=O)C1CC2CCCC(C1)C2=O (stereo not given),i
Cn1cnnc1SCc1nc(-c2ccc(Cl)cc2)no1,i
C=CCNc1cc(N2CCCC2)ccc1[N+](=O)[O-],i
c1ccc(-c2nc(SC(c3ccccc3)c3ccccc3)n[nH]2)cc1,i
Cc1nc2sccn2c1/C=N/NC(=O)C12CC3CC(CC(C3)C1)C2,i
O=[N+]([O-])c1cc(S(=O)(=O)C(F)(F)F)ccc1N1CCOCC1,i
c1ccc(C(c2ccccc2)N2CCN(C3=Nc4cccc5cccc3c45)CC2)cc1,i
COc1cc(C(=O)CSC2=NCCS2)cc(OC)c1OC,i
COc1ccc(Cc2nnc3n2N=C(c2ccc(-c4ccc(Cl)c(Cl)c4)o2)CS3)cc1,i
O=C(O)CN1C(=O)C2CCCCC2C1=O (stereo not given),i
COCCN(C(=O)c1cc(Br)c(Br)s1)c1c(N)n(CC(C)C)c(=O)[nH]c1=O,i
CC(C)OP(=O)(OC(C)C)N(c1c(Cl)c(Cl)c(O)c2ccccc12)S(=O)(=O)c1ccccc1,i
O=C1CSC2=NCN(c3ccc(Cl)cc3)CN12,i
CC12CC3(C(=O)O)C1CCC23C (stereo not given),i
c1cc(-c2noc(CSc3nnnn3C3CC3)n2)cs1,i
Fc1ccc(C2=CC(c3ccc(Br)cc3)n3c(nc4ccccc43)N2)cc1 (stereo not given),i
CCOC(=O)c1c(C)[nH]c(-c2nc(N3CCN(C)CC3)sc2C)c1C,i
CCN(CC)Cc1oc(CO)cc(=O)c1O,i
SMILES,PL biosyn Enam
O=[N+]([O-])c1ccc(NNC(=S)Nc2ccccc2)cc1,i
O=C(OCC1C(COC(=O)c2ccc(Br)o2)C1(Cl)Cl)c1ccc(Br)o1 (stereo not given),i
CN(C)c1ccc(/C=N/n2c(-c3ccc(-c4ccccc4)cc3)csc2=Nc2ccccc2C(F)(F)F)cc1,i
c1ccc(Sc2c(-c3ccccc3)nc3ncccn23)cc1,i
Cc1nc2nc(=S)[nH]n2c(C)c1CC(=O)O,i
Cc1cc(C)c2c(c1)nc(-c1cc(Cl)cc(Cl)c1O)n2-c1cc(C(C)(C)C)c(O)c(C(C)(C)C)c1,i
COc1ccc(S(=O)(=O)Nc2ccc(S(=O)(=O)C(F)F)cc2)cc1[N+](=O)[O-],i
CC1Sc2nnc(Cc3cccc4ccccc34)n2N=C1c1ccc(OC(F)F)cc1 (stereo not given),i
O=c1cc(CSc2ncnc3ccccc23)nc2ccc(Br)cn12,i
Nc1ccc(S(=O)(=O)Nc2ccc(I)cc2)cc1,i
Cn1c(SCC(=O)NC(=O)NC2CCCC2)nnc1-c1ccco1,i
COc1cc(OC)c(C(=O)Oc2ccc3c(c2)OCO3)cc1OC,i
CCCCCCCCCOP(=O)(NS(=O)(=O)c1ccccc1)OCCCCCCCCC,i
O=C(CC1CC2CCC1C2)NC12CC3CC(CC(C3)C1)C2 (stereo not given),i
Cc1ccccc1C1C2C(Cl)(Cl)C2(c2ccccc2)OC2(c3ccccc3)C1C2(Cl)Cl (stereo not given),i
COC(=O)N=Nc1c(O)[nH]c2ccccc12,i
Cc1cc(-n2c(C)cc(C(=O)Cn3cnc4sccc4c3=O)c2C)no1,i
COCCNc1nc(CN(CCOC)Cc2nc(NCCOC)c3c(C)c(C)sc3n2)nc2sc(C)c(C)c12,i
CN(C)c1ccc(/C=N/NC2=Nc3cccc4cccc2c34)cc1,i
CCOC(=O)c1c(NC(=S)NCC2CCCO2)sc(C)c1C (stereo not given),i
O=C(O)c1nc[nH]c1C(=O)O,i
C=CCSc1nnc(NC(=O)C(C)SCc2nc3sc(C)c(C)c3c(=O)[nH]2)s1 (stereo not given),i
Cn1nnnc1SCc1cc(-c2ccccc2)on1,i
O=c1nc2n(c3c1sc1ccccc13)Cc1ccccc1-2,i
S=C(NC1CC2CCC1C2)N1CCN(c2cccc(Cl)c2)CC1 (stereo not given),i
SMILES,PL biosyn Enam
CCCc1cc(=O)[nH]c(SCc2cn3ccccc3n2)n1,i
O=C(COC(=O)c1ccc(Br)o1)NCCN1C(=O)CSC1=O,i
CCOC(=O)c1[nH]c(CSc2n[nH]c(=O)n2CC2CCCO2)c(C(=O)OCC)c1C (stereo not given),i
O=C(Cn1nnc2ccccc2c1=O)C12CC3CC(CC(C3)C1)C2,i
c1coc(CSCc2cn3cccnc3n2)c1,i
NC(=O)c1ccsc1NC(=O)c1cc(Br)c(Br)s1,i
CCOC(=O)c1[nH]c2c(c1C)C(=O)CC(C)(C)C2,i
Cc1cn2ccccc2c1P(=Nc1ccccc1)(N1CCOCC1)N1CCOCC1,i
CCC(=O)NNC(=O)CC12CC3CC(CC(C3)C1)C2,i
Fc1ccc(/C=N/Nc2c(Cl)cc(Cl)cc2Cl)c(F)c1,i
FC(F)Sc1ccc(NC(=S)N2CCc3ccccc32)cc1,i
O=C1N(c2ccccc2)C(c2ccco2)C1(F)F (stereo not given),i
O=C(CNC(=O)C12CC3CC(CC(C3)C1)C2)OCc1cc(=O)n2cc(Br)ccc2n1,i
NC(=O)c1c(N)sc2c1CCC2,i
CN=c1scc(-c2ccc3c(c2)OCCO3)n1/N=C/c1c[nH]c2ccccc12,i
Cc1noc(C)c1S(=O)(=O)N1CCN(C(=O)CCc2nc(-c3ccsc3)no2)CC1,i
CC1=C(c2ccc(F)c(F)c2)N2CCS(=O)(=O)N=C2S1,i
S=C(N/N=C/c1ccc2c(c1)OCCO2)N/N=C/c1ccc2c(c1)OCCO2,i
CCCCn1c(=O)[nH]c(=O)c2c1nc(CNCCC)n2CCC,i
O=C(CC1CCCC1)NNC(=O)CC12CC3CC(CC(C3)C1)C2,i
CCOC(=O)c1c(C)[nH]c(C(=O)COC(=O)C2=NNC(=O)CC2)c1C,i
CCOC(=O)c1c(Nc2ncnc3sc(C)c(C)c23)sc(C)c1C,i
CC(C)(C)c1cnnn1-c1ccc(N)cc1,i
CCc1n[nH]c(=O)n1Cn1c(CC)n[nH]c1=O,i
CC1CC(C)CN(Cc2cc(=O)n3cc(Br)ccc3n2)C1 (stereo not given),i
SMILES,PL biosyn Enam
CC(C)(C)N=C1NN=C(c2cc3ccccc3o2)CS1,i
CC1C[N+](=C2C=C(N3CCOCC3)CC(C)(C)C2)CC(C)O1 (stereo not given),i
Fc1ccc(/C=N/Nc2nc(C(Cl)(Cl)Cl)nc3ccccc23)cc1,i
CC(=O)C1=C(C)Nc2ncnn2C1c1ccco1 (stereo not given),i
NC(=O)NCCCCC(NC(N)=O)C(=O)O (stereo not given),i
O=[N+]([O-])c1ccc(OC(F)(F)C(F)(F)F)cc1,i
Cn1cccc1P(=NC(=S)NCc1ccccc1)(c1ccccc1)c1ccccc1,i
FC(F)Oc1ccccc1/C=N/N=C(c1ccccc1)c1ccccc1,i
CN(C)c1ccc(-c2cc[n+](-c3nc4ccccc4nc3[N-]S(=O)(=O)c3cccc([N+](=O)[O-])c3)cc2)cc1,i
Brc1ccc(/C=C2\CCC(C3=CCCC3)=C2N2CCOCC2)cc1,i
COc1ccc(OCCn2c(C3CCCO3)nc3ccccc32)cc1 (stereo not given),i
O=C(NC(=S)NCC1CCCO1)c1cccs1 (stereo not given),i
S=C(NNc1ccnc2cc(Cl)ccc12)Nc1ccc(Cl)cc1Cl,+
Cc1nn(CC(=O)O)c(C)c1[N+](=O)[O-],i
Cn1cc(P(=Nc2ccc([N+](=O)[O-])cc2)(N2CCOCC2)N2CCOCC2)cc1P(=S)(N1CCOCC1)N1CCOCC1,i
S=c1[nH]c(CN2CCOCC2)nc2sc3c(c12)CCCC3,i
OC(c1nc2ccccc2o1)C(F)(F)F (stereo not given),i

# Some of these compounds in order of heavy-atom count, ascending.
SMILES,PL biosyn Enam
Cc1nn(CC(=O)O)c(C)c1[N+](=O)[O-],i
OC(c1nc2ccccc2o1)C(F)(F)F (stereo not given),i
CC(C)(C)c1cnnn1-c1ccc(N)cc1,i
CCc1n[nH]c(=O)n1Cn1c(CC)n[nH]c1=O,i
CC(=O)C1=C(C)Nc2ncnn2C1c1ccco1 (stereo not given),i
CC(C)(C)N=C1NN=C(c2cc3ccccc3o2)CS1,i
S=c1[nH]c(CN2CCOCC2)nc2sc3c(c12)CCCC3,i
CC1C[N+](=C2C=C(N3CCOCC3)CC(C)(C)C2)CC(C)O1 (stereo not given),i
O=C(CC1CCCC1)NNC(=O)CC12CC3CC(CC(C3)C1)C2,i
Fc1ccc(/C=N/Nc2nc(C(Cl)(Cl)Cl)nc3ccccc23)cc1,i
COc1ccc(OCCn2c(C3CCCO3)nc3ccccc32)cc1 (stereo not given),i
FC(F)Oc1ccccc1/C=N/N=C(c1ccccc1)c1ccccc1,i
Cn1cccc1P(=NC(=S)NCc1ccccc1)(c1ccccc1)c1ccccc1,i
CN(C)c1ccc(-c2cc[n+](-c3nc4ccccc4nc3[N-]S(=O)(=O)c3cccc([N+](=O)[O-])c3)cc2)cc1,i
Cn1cc(P(=Nc2ccc([N+](=O)[O-])cc2)(N2CCOCC2)N2CCOCC2)cc1P(=S)(N1CCOCC1)N1CCOCC1,i

# Some of the compounds tested (hit frequency here may not be typical).
